Source: PubChem BioAssay
AID2073: inhibitors of Mint1-CaV2.2 protein interaction, biochemical, HTRF (AID 2073). HTRF protein-protein interaction, Mint1-CaV2.2; higher % means a stronger effect. one-dose inhibition, % at 20 µM; IC50 in µM for titrated hits. 0.19% of 290,000 active; in the data active means inhibition mostly above about 51%, no sharp cut-off; inconclusive means no clear call, values can overlap the other calls; inactive means mostly below about 53%; further: some results filed as inactive read as strong as hits
Large T inhibition: SV40 large T antigen inhibitors, biochemical (AID 1903) | 0.39% of 310,000 active | SV40 large T antigen ATPase/helicase inhibition assay; higher % means a stronger effect | one-dose inhibition, % at 20 µM; IC50 in µM for titrated hits; in the data active means a potency from the dose series; inconclusive means inhibition mostly from about 32% at the one dose, without a potency; inactive means the rest, 99 in 100 with inhibition below about 32%; further: strong numbers were not always called active
Dengue-2 NS5 capping: Dengue-2 NS5 methyltransferase inhibitors, primary screen, biochemical, confirmation dose response (AID 588689) | Dengue-2 NS5 methyltransferase capping enzyme assay, biochemical; higher % means a stronger effect | inhibition, % at 25 µM, or IC50 in µM where a hit was titrated | 0.3% of 340,000 active; in the data active means a potency from the dose series; inconclusive means inhibition above about 29% without an active follow-up result
K1F lysis inhibition: protection from phage-mediated lysis, alamar blue read-out – E. coli UTI89, K1F phage, bacterial capsule biogenesis inhibitors (AID 488966); E. coli UTI89 K1F phage lysis, alamar blue, 2 h; higher % means a stronger effect; one-dose inhibition, % at 100 µM; IC50 in µM for titrated hits; 0.02% of 340,000 active;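 active means phage lysis inhibition, versus mean bacterial control, above a set limit; inconclusive means no clear call, values can overlap the other calls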;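 further: capsule biogenesis inhibitors block K1F phage lysis so surviving cells raise fluorescence; higher fluorescence means more inhibition of phage lysis; actives were called in the ten point dose series up to 300 µM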
SIAH1 antagonists: Siah-1 peptide-binding antagonists, primary screen, biochemical, fluorescence polarization, rhodamine-plectin, uHTS (AID 1817); one-dose displacement, % at 20 µM; IC50 in µM for titrated hits; Siah-1 / rhodamine-plectin peptide fluorescence polarization; higher % means a stronger effect; 0.02% of 290,000 active;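 active means displacement of at least 50% at 20 µM, with a fluorescence ratio check between 0.3 and a set limit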;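 further: plate controls were Siah plus tracer with DMSO for no effect and tracer alone without Siah for full effect; strong numbers were not always called active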
RSV CPE inhibition: RSV antiviral activity via CPE protection, HEp-2 cells, primary 10 µM value included (AID 2391); HEp-2 cells, RSV-induced CPE inhibition; higher % means a stronger effect; 0.13% of 310,000 active; one-dose CPE inhibition, % at 10 µM; IC50 in µM for titrated hits; in the data active means a potency from the dose series; inconclusive means CPE inhibition mostly from about 23% at the one dose, without a potency; inactive means the rest, 99 in 100 with CPE inhibition below about 21%; further: strong numbers were not always called active
NTR1 agonist: agonists of NTR1, primary screen, imaging, U2OS cells, beta-arrestin-GFP, high content (AID 493036); 0.17% of 330,000 active; activation, % at 20 µM; NTR1-U2OS beta-arrestin-GFP spot imaging, agonist mode;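 active means activation at or above 40% of the spot to cytoplasm intensity ratio, with at least 20 cells analyzed; inconclusive means wells under 20 cells, flagged as cytotoxic or low count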;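 further: 0% = DMSO without peptide and 100% = 100 nM NTR1 peptide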
Target sequence (P30989 whole entry, looked up): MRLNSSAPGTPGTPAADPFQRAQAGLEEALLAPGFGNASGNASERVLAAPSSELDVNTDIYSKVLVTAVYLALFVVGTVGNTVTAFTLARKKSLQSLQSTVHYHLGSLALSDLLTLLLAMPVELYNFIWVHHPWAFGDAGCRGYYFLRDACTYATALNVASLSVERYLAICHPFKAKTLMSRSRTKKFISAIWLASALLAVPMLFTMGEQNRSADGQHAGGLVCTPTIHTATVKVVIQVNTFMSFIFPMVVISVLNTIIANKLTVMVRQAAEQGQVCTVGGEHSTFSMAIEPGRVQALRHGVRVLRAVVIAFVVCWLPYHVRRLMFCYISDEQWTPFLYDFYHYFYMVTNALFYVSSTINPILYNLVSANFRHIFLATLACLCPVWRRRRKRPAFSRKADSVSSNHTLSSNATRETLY
West Nile antiviral: inhibition of WNV-induced cytopathic effect – cell-based, CPE readout (AID 1621). West Nile virus-infected cells, CPE inhibition; higher % means a stronger effect. one-dose CPE inhibition, % at 10 µM; IC50 in µM for titrated hits. 0.02% of 290,000 active; in the data active means a potency from the dose series; inconclusive means CPE inhibition mostly from about 3.7% at the one dose, without a potency; inactive means the rest, 99 in 100 with CPE inhibition below about 2.2%; further: strong numbers were not always called active
MgcRacGAP inhibition: MgcRacGAP GTPase-activating activity inhibitors, confirmation, biochemical, ADP Hunter fluorescence; MgcRacGAP-stimulated Rac1 GTP hydrolysis, ADP Hunter fluorescence; higher % means a stronger effect; GST-tagged Rac1 F28L mutant substrate; inhibition, % at 30 µM; hits with a dose series show IC50 in µM; 0.6% of 340,000 active; AID 624330;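 active means first-screen hits whose inhibition reached a set limit at any dose in the follow-up dose series; inconclusive means inhibition above the set first-screen limit but never retested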;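 further: fluorescence reports GDP produced by GAP-driven GTP hydrolysis; strong numbers were not always called active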
NTR1 agonist cell count 20 µM: recorded beside NTR1 agonist, whose call it bears; cell count; measured here: cell count, cytotoxicity flag
Dengue-2 NS5 capping pilot replicate: recorded beside Dengue-2 NS5 capping, whose call it bears; inhibition, %; measured here: pilot screen replicate inhibition
Numbers without * were called inactive; ? = inconclusive; · = no result given; [ ] = remark or other dose.

The first two entries as a preview:
SMILES | AID2073 | Large T inhibition | Dengue-2 NS5 capping | K1F lysis inhibition | SIAH1 antagonists | RSV CPE inhibition | NTR1 agonist | NTR1 agonist cell count 20 µM | West Nile antiviral | MgcRacGAP inhibition | others
Cc1cnc(C(=O)OCC(=O)NC2CCCC(C)C2C)cn1 (stereo unspecified) | 1% | 14% | 0% | 0.2% | 2% | 2.2% | -1.0 | 50 | 0.2% | 13%
O=C(Nc1ccccc1)Nc1cccc(-c2nnco2)c1 | 6% | -15% | -18% | 0.4% | -2% | -0.1% | 0.0 | 89 | -0.6% | 4%

Results, from the start:
SMILES | AID2073 | Large T inhibition | Dengue-2 NS5 capping | K1F lysis inhibition | SIAH1 antagonists | RSV CPE inhibition | NTR1 agonist | NTR1 agonist cell count 20 µM | West Nile antiviral | MgcRacGAP inhibition | others
Cc1cnc(C(=O)OCC(=O)NC2CCCC(C)C2C)cn1 (stereo unspecified) | 1% | 14% | 0% | 0.2% | 2% | 2.2% | -1.0 | 50 | 0.2% | 13%
O=C(Nc1ccccc1)Nc1cccc(-c2nnco2)c1 | 6% | -15% | -18% | 0.4% | -2% | -0.1% | 0.0 | 89 | -0.6% | 4%
COc1cc(/C=C(/C#N)c2ccc(F)cc2)ccc1Oc1ccc([N+](=O)[O-])cn1 | 9% | 7% | -3% | 1.4%[50 µM] | 9% | 4.4% | 0.7 | 71 | -1.1% | -4%
COc1cccc(NC(=O)C2CC(=O)OC23CCOC(C)(C)C3)c1 (stereo unspecified) | -12% | 10% | -6% | 1.2% | -1% | 1.8% | -0.8 | 31 | -0.1% | 7%
CC1CCN(CCC(=O)NN)CC1 | -3% | 10% | -4% | -1.4% | 8% | 2.9% | -1.2 | 29 | -0.2% | -3%
N#CCC(=O)Nc1ccc(C(=O)N2CCN(S(=O)(=O)c3ccc4ccccc4c3)CC2)cc1 | 17% | 8% | -9% | 0.1% | 2% | 2.0% | -0.7 | 81 | -0.5% | 13%
COc1cccc(-c2nc(N3CCCCC3)c3ccccc3n2)c1O | · | 13% | 3% | -0.1% | · | 9.0% | 31 | 69 | · | 15%
CNC(=O)N(O)C1N(NC(=O)Nc2ccccc2)C(=S)SC1(C)C (stereo unspecified) | · | 7% | -17% | -0.3%[50 µM] | · | 1.5% | -1.0 | 59 | · | 8%
Cc1ccc(NC(=O)CN2C(=O)S/C(=C/c3ccc(O)c([N+](=O)[O-])c3)C2=O)cc1C | 41% | 18% | · | 0.1% | 13% | · | -0.6 | 74 | -0.2% | 3%
CCOc1ccc(-n2c(Cc3cc(=O)[nH]c(=O)[nH]3)nnc2SCc2cccnc2)cc1 | -3% | 10% | 4% | -4.4% | -1% | 0.7% | -3.4 | 67 | · | -7%
S=c1[nH]nc(-c2ccncc2)n1/N=C/C(Cl)=C\c1ccccc1 | 34% | 17% | 9% | -0.1% | 6% | ? | 15 | 92 | 0.2% | 10%
O=C(NCc1ccco1)c1ccc(=O)oc1 | 1% | 6% | -1% | 1.5% | 0% | 1.1% | -0.9 | 33 | 0.1% | 8%
Cc1ccc(NC(=O)CN2CCc3cc4c(cc3C2)OCCCO4)cc1 | 8% | 13% | -8% | 0.4% | 4% | 5.8% | 0.4 | 54 | -0.3% | 2%
O=C(CCN1C(=O)c2ccccc2C1=O)Nc1ccc(-c2cn3ccsc3n2)cc1 | 0% | 12% | -2% | -0.3% | 0% | 1.4% | 1.0 | 87 | 0.6% | 2%
CCCCN(C(=O)c1ccc(S(=O)(=O)N(C)C)cc1)c1ccccc1 | -1% | 8% | -5% | -0.1% | 4% | -1.4% | 1.4 | 56 | -0.5% | 2%
COc1ccc(CC(=O)NCc2nnc(SCC(=O)Nc3cccc(F)c3)n2C)cc1 | -5% | 1% | -1% | -0.1% | 8% | 5.4% | 2.9 | 56 | 0.0% | -7%
O=C1CC2(CCCCC2)Oc2ccc(F)cc21 | · | 8% | -8% | 2.6% | · | 4.3% | 4.1 | 58 | 0.0% | 11%
C=CCN(CC(=O)NC1CCCC1)C(=O)C(=O)Nc1ccc2c(c1)OCCO2 | 2% | 19% | 1% | 0.1% | 3% | 1.3% | -0.7 | 54 | -0.7% | 2%
COc1ccccc1OCc1cc(C(=O)N2CC3C[C@@H]4CC2C[C@H](C3)C4)no1 | 11% | · | 3% | 0.1% | -2% | 4.5% | 0.8 | 67 | 0.1% | 4%
Cc1ccc(OCc2cc(C(=O)Nc3ccccc3)oc2C)cc1 | 24% | 2% | 4% | -0.2% | -2% | 9.3% | 0.7 | 34 | 0.1% | 7%
CN1C(=O)N(C)C2(CC1(C)C)CC(C)(C)N(C)C(=O)N2C | -1% | 10% | 1% | 2.5% | 0% | 0.9% | 0.4 | 42 | 0.6% | 15%
COc1cc(CC(=O)N(C)CC(=O)Nc2cc(C)ccc2C)cc(OC)c1OC | -5% | 5% | 7% | 0.3% | -2% | 0.9% | 1.6 | 31 | -0.3% | 7%
COc1ccccc1Nc1nc(NCCO)nc(N2CCCC2)n1 | · | 6% | -2% | -1.2% | · | 1.4% | 0.8 | 35 | -0.3% | 8%
O=C(Cc1ccc2c(c1)OCCO2)N1CCN(S(=O)(=O)c2cccc(Cl)c2Cl)CC1 | -6% | -8% | -8% | -0.2% | -1% | 7.1% | 2.4 | 55 | 1.6% | 7%
COc1ccccc1NC(=O)c1ccccc1NC(=O)c1cc(Cl)ccc1NC(=O)c1ccco1 | 15% | 31% | -3% | 0.3% | -5% | 1.3% | 2.1 | 85 | 0.5% | 1%
COc1ccc(C(=O)NC(=S)N2CCC(C)CC2)cc1Br | -11% | 17% | -10% | 0.0% | -4% | -0.1% | -0.3 | 69 | -0.3% | 7%
COc1ccc(/C=C2\N=C(SC)N(C)C2=O)cc1 | -2% | 5% | 0% | 0.3% | 7% | · | 1.8 | 82 | 0.5% | 13%
Cc1ccccc1CNS(=O)(=O)c1c(C(=O)N2CCCCC2)c(C)n(C)c1C | 16% | 15% | -19% | -0.1% | -2% | 5.2% | -0.4 | 56 | 0.2% | 14%
c1ccc(NCc2nc(-c3ccccc3)no2)cc1 | -1% | 6% | -1% | 2.4% | -2% | 0.9% | -2.6 | 45 | -0.7% | 6%
CCOC(=O)c1ccc(NC(=O)NCc2cccnc2)cc1 | -7% | 12% | 2% | 2.1%[50 µM] | 2% | -1.0% | 0.4 | 59 | -0.8% | 7%
COc1ccc(CCNC(=O)CN2C(=O)c3ccccc3S2(=O)=O)cc1 | -3% | 1% | -2% | 1.1% | 2% | 0.9% | -0.1 | 57 | 0.1% | 7%
O=C(CN1C(=O)NC2(CCCC2)C1=O)N1CCN(S(=O)(=O)c2ccc(Cl)cc2)CC1 | 1% | -2% | -6% | -0.4% | 6% | 3.9% | 0.0 | 43 | 0.0% | 2%
CC(=O)C(=Cc1cn(-c2ccccc2)nc1-c1ccccc1)C(C)=O | -1% | 9% | -24% | -0.1% | -2% | 8.3% | 4.5 | 86 | -1.1% | 8%
Cc1nc2c(-c3ccccc3)c(C)nn2c(SCC(N)=O)c1Cc1ccccc1 | -19% | 4% | · | · | -6% | 0.6% | 6.9 | 55 | -1.1% | ·
CC1CCN(CC(=O)Nc2ccc(Br)cc2[N+](=O)[O-])CC1 | -8% | 4% | -6% | 1.6% | -2% | 7.7% | 9.4 | 52 | 0.0% | 5%
COc1ccc(S(=O)(=O)Cc2ccc(C(=O)NCc3ccc(C)cc3)o2)cc1 | 10% | 13% | -9% | -0.1% | 5% | 17% | -0.2 | 80 | -0.1% | 4%
CCOC(=O)N1CCN(c2nc(C)c3c(n2)CC(C)CC3=O)CC1 (stereo unspecified) | -5% | -13% | 0% | 0.7% | 1% | 6.4% | 2.7 | 77 | 0.1% | 6% | Dengue-2 NS5 capping pilot replicate=1.5
O=C(Nc1ccccc1C(=O)Nc1ccccc1)c1ccccc1Br | · | 8% | 8% | 5.4% | · | 1.7% | 0.4 | 61 | · | 1%
CN(CCO)c1cc(Sc2nc3ccccc3s2)c2nonc2c1[N+](=O)[O-] | -69% | 5% | 48% | -8.3% | -4% | -3.6% | -2.6 | 47 | -1.1% | 29%
CN(CC(=O)Nc1ccccc1Br)C(=O)c1ccccc1OCc1ccc(F)cc1 | · | · | -12% | 1.3%[50 µM] | · | 1.2% | 1.3 | 79 | · | 1%
COCCNC(=O)c1ccc2c(c1)ncn2-c1ccc(F)c(F)c1 | -3% | 4% | -10% | -0.1% | 1% | 3.5% | 0.4 | 47 | 0.1% | 15%
O=C(Cn1cc2c(n1)CCCC2)NCc1cccnc1 | -1% | 7% | -6% | 0.4% | -5% | 0.6% | 1.7 | 55 | 1.6% | 6%
COc1ccc(CNc2n[nH]c(NCc3ccc(OC)c(OC)c3)n2)cc1OC | 0% | 2% | -6% | 1.1%[50 µM] | 0% | 0.1% | -1.3 | 49 | -0.1% | 7%
CC(C)n1cnc2c(Nc3cccc(Cl)c3)nc(NCCCO)nc21 | 0% | 11% | -3% | -1.2% | 3% | -1.9% | -2.5 | 43 | 0.1% | 8%
N/C(CSc1nc(-c2ccccc2)c(-c2ccccc2)o1)=N\O | 1% | 6% | 2% | -0.7% | -4% | 4.4% | 4.1 | 35 | -0.3% | 8%
CCCCCCCCOC(=O)C[N+](C)(C)C/C=C(/C)Cl | 1% | -1% | · | 3.2% | 0% | 0.2% | -0.1 | 98 | 0.2% | -2%
CC(C)(CO)Nc1nc(Cl)nc(NC2CCCCC2)n1 | -6% | 17% | -5% | -0.7% | 6% | 0.9% | 0.0 | 61 | -0.2% | -6%
CCC(CC)NC(=O)c1ccc(NS(=O)(=O)c2ccc3[nH]c(=O)[nH]c3c2)cc1 | 1% | 0% | -4% | 0.2% | 0% | 0.9% | -0.1 | 53 | 1.8% | 9%
Cc1nn(C(C)C(=O)c2cccc(Cl)c2)c(C)c1[N+](=O)[O-] (stereo unspecified) | 4% | 2% | -10% | 0.1% | 2% | 2.0% | -1.8 | 79 | -0.2% | 9%
CCOC(=O)N1CCN(S(=O)(=O)c2ccc(OC)c(C(=O)N3CCCCC3)c2)CC1 | 4% | -15% | -4% | 0.1% | -9% | 0.8% | 2.7 | 45 | -0.7% | 7%
CCNC(=O)CC1C(=O)N(c2ccc(F)cc2)C(=O)N1Cc1ccc(OC)cc1 (stereo unspecified) | 5% | 8% | -1% | 0.8% | -1% | 1.1% | 0.9 | 78 | 0.5% | -2%
CCN(C=NC1=NN(c2cccc(C(F)(F)F)c2)CC1)CC | -20% | 22% | 4% | 3.4% | -4% | -1.0% | 1.1 | 70 | -0.7% | 33µM*
